ERK EGF inh = inhibitors of EGF-stimulated ERK signaling pathway; HEK293-V1b, EGF-stimulated phospho-ERK AlphaScreen; Potency, µM (highest dose often 11.5 µM), inactives show top-dose activity change, negative = inhibition, hits mostly inhibitors; hit rate 0.41% among 130,000; AID 1454; active = well fitted inhibition curve with a large enough effect; inconclusive = small, poorly fitted or top-dose-only effect, or effect the other way;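 note: plate controls were stimulated vehicle wells for no effect and unstimulated vehicle basal for full effect; nearly all actives have a fitted effect of over 55% in size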
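Stably V1b-transfected HEK293 cells; 30 min compound, then EGF 25 nM final for 5 min at 37C; 10 min lysis; phospho-ERK by AlphaScreen after 5 hr beads at room temperature.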
* hit, by the source's call; u = inconclusive; [ ] = another dose, or the depositor's remark. Potency is the fitted concentration of half-maximal effect.

SMILES | ERK EGF inh
COc1ccc2c(c1OC)C(=O)OC2Nc1nc(-c2cc3ccccc3oc2=O)cs1 (stereo not drawn) | 7%
CCn1c(NCCO)nc2c(c1=O)C(C)(CC)Cc1ccccc1-2 (stereo not drawn) | 5%[57.5 µM]
CCc1ccc2c(c1)C(=O)c1ccccc1C2=O | u
CCn1c2ccccc2c2cc(NC(=O)COc3ccccc3OC)ccc21 | 2%
COc1ccccc1N1CCN(CCCCN2C(=O)CCC2=O)CC1 | 1%
COCCNC(=O)C(=O)NCC1OCCN1S(=O)(=O)c1cccs1 (stereo not drawn) | 3%[57.5 µM]
CSc1ccccc1NC(=O)Cc1ccc(Br)cc1 | 5%
O=C(Nc1ccc(F)cc1)c1cccc(N2C(=O)C3C4CCC(C4)C3C2=O)c1 (stereo not drawn) | 1%
CCCn1nnc(NC(=S)NC(=O)c2ccc(-c3ccc(Br)cc3)o2)n1 | -3%[57.5 µM]
CC(C)CNC1CS(=O)(=O)CC1O (stereo not drawn) | -6%[57.5 µM]
O=C(NCC1CCCO1)c1ccc(NS(=O)(=O)c2cccs2)cc1 (stereo not drawn) | 8%[57.5 µM]
Cc1nc(C2COc3ccccc3O2)sc1C(=O)O (stereo not drawn) | -4%[57.5 µM]
O=C(Nc1cccc([N+](=O)[O-])c1)Nc1ccc2c(c1)OCCO2 | -2%
CCCCC(=O)Oc1cc(C)[nH]c(=O)c1[N+](=O)[O-] | -2%
CCCCNC(=S)N/N=C/c1ccccc1F | -12%
COc1cccc(C2CC(c3cccs3)=NN2C(=O)CSc2nc3ccccc3s2)c1OC (stereo not drawn) | 2%
CC(=O)OCC1(C)CN(c2ccccc2)NC1=O (stereo not drawn) | 8%
COc1ccccc1CNC(=O)CSc1nc2ccccc2c(=O)n1CCCN1CCOCC1 | -6%
Cc1cc(N/N=C/c2ccc(F)cc2)nc(-n2nc(C)cc2C)n1 | -16%[57.5 µM]
O=C(NC(=S)NCc1ccccc1)c1ccc2c(c1)OCO2 | -2%
CCCn1nc(NC(=O)c2cccs2)c2cc3cccc(C)c3nc21 | u
COc1ccc(-c2cc(=O)c3cc(OC)ccc3[nH]2)cc1 | 4%
O=C(c1sccc1Cl)N1CCN(Cc2ccc3c(c2)OCO3)CC1 | -2%[57.5 µM]
CCc1ccc(S(=O)(=O)NCc2csc(-c3cccnc3)n2)s1 | 18%
O=C(/C=C/c1ccc(Cl)c([N+](=O)[O-])c1)Nc1cccc(NC(=O)c2ccco2)c1 | 6%
SMILES | ERK EGF inh
Cc1cc(C)n(-c2nc(NCCN(C)C)c3c4c(sc3n2)CCCC4)n1 | u
CC(=O)N[C@H](c1ccccc1)[C@@]1(C)C[C@@H]1[C@@H](C)C(=O)Nc1ccc2ccccc2c1 | -1%
Cc1ccc(-c2nnc(Nc3ccc4c(c3)OCO4)c3ccccc23)cc1S(=O)(=O)NCCO | 4%
Cc1ccc(CSc2nnc(SCC(=O)N/N=C/C=C/c3ccccc3[N+](=O)[O-])s2)cc1 | -2%
CC1(C)CC(=O)C(C=NCCN2CCN(C(=O)c3ccc(F)cc3)CC2)=C(O)C1 | -1%
CCn1c(CNC(=O)Cc2ccc(OC)cc2)n[nH]c1=S | -2%
O=C1/C(=C/c2ccco2)SC(=S)N1C1CCS(=O)(=O)C1 (stereo not drawn) | 5%
Cc1c(O)nc2sc3ccccc3n2c1=O | 1%[57.5 µM]
CSc1ccc(OC2CCCCC2NS(=O)(=O)c2ccccc2)cc1 (stereo not drawn) | -8%
C/C(Cl)=C\Cn1c(O)c(N=O)c2ccccc21 | -9%
Fc1ccc(-c2nc3ccccn3c2NCc2ccc3c(c2)OCO3)cc1 | 1%
O=C(NCc1ccco1)C(=O)NCC1OCCCN1S(=O)(=O)c1ccccc1 (stereo not drawn) | 13%
COc1cccc(NC(=O)c2ccc(Cn3cc([N+](=O)[O-])cn3)o2)c1 | 3%
CNC(=S)N1CCN(C(=O)c2ccco2)CC1 | 7%
Cc1ccc(S(=O)(=O)N(CCC#N)C2CCCCC2)c2nsnc12 | 4%
O=[N+]([O-])c1ccccc1OCc1nc(-c2cccs2)no1 | 6%
CCc1ccc(OCC(=O)c2c(O)c3ccccc3oc2=O)cc1 | -5%
Cn1cc(C(=O)N/N=C/c2ccc(Br)c([N+](=O)[O-])c2)c2ccccc21 | -1%[57.5 µM]
CCOC(=O)c1cn2ccc(C)cc2n1 | -12%
CC(=O)Nc1ccc(-c2csc(Nc3cc(C)ccn3)n2)cc1 | u
COc1cccc2c1OCC/C2=N\NC(=O)C(C)Oc1ccc([N+](=O)[O-])cc1 (stereo not drawn) | -3%
Cc1cc(NC(=O)CSc2nnc(C3COc4ccccc4O3)n2N)no1 (stereo not drawn) | 2%[57.5 µM]
CN(C)Cc1ccccc1-c1nccc(NC2CC2)n1 | 23%
Cc1n[nH]c(=S)n1/N=C/c1cccc(OCc2ccccc2)c1 | u
Cc1nnc(Sc2cc(C(=O)NC3CC3)c3ccccc3n2)s1 | 2%[57.5 µM]
SMILES | ERK EGF inh
CCOC(=O)N1CCN(S(=O)(=O)c2ccc(C(=O)Nc3nnc(C4CC4)o3)cc2)CC1 | 2%
COc1ccc(C2/C=C\CN(CC(C)C)CC(=O)N2Cc2ccc(F)cc2)cc1 (stereo not drawn) | -2%[57.5 µM]
COc1ccc(-n2c(C)cc(/C=C3/SC(=O)N(CC(=O)N4CCOCC4)C3=O)c2C)cc1 | 6%
O=C(NNS(=O)(=O)c1ccc(Cl)cc1)c1cccs1 | 11%
CC(=O)NCCc1nc2cc(NC(=O)c3ccccc3)ccc2n1C | -10%
O=C(COc1ccccc1[N+](=O)[O-])Nc1cccnc1 | 3%[57.5 µM]
S=C(NCCc1ccccc1)N1CCCCC1 | 0%
CCOC(=O)C1=CC(OC(CC)CC)C(NC(C)=O)C(N)C1 (stereo not drawn) | 9%
CN(CC1CCOCC1)C(=O)CC1C(=O)NCCN1CC1CCCCC1 (stereo not drawn) | 6%
COc1cc(C(=O)NCCC(=O)N2CCN(C)CC2)cc(OC)c1OC | -14%
C[N+](C)=C1SCC(C)(/C=N/O)S1 (stereo not drawn) | -5%[57.5 µM]
O=C(NCCNC1CCC(c2ccccc2)CC1)c1cccs1 (stereo not drawn) | 2%
CC(NS(=O)(=O)c1ccccc1)c1n[nH]c(=S)n1-c1ccccc1 (stereo not drawn) | -5%[57.5 µM]
COc1ccc(/C=C/C(=O)c2ccncc2)c2ccccc12 | -1%
O=C(CSc1nc(C2CCCCC2)n(-c2ccccc2)n1)NCC(F)(F)F | 1%
Cc1nc2ccccc2c(=O)n1NC(=O)c1ccc([N+](=O)[O-])cc1Cl | 1%
COC(=O)c1c(NC(=O)C2C3C=CC(CC3)C2C(=O)O)sc(C)c1C (stereo not drawn) | 14%
O=C(CN1CCOCC1)Nc1ccccc1Sc1ccc(Cl)cc1 | -12%
NNc1nc2sc3c(c2c(=O)n1Cc1ccccc1)CCC3 | 9%[57.5 µM]
Cc1cc(C)cc(N(C(=O)c2cc3ccccc3oc2=O)C2C=CS(=O)(=O)C2)c1 (stereo not drawn) | 6%
O=C(N/N=C/c1cn(CCOc2ccccc2)c2ccccc12)c1ccncc1 | 8%
CCOc1ccc(Br)cc1CSC(=N)N | -4%
COc1ccc(NC(=O)Cn2c(-c3ccccc3)cc(C(C)=O)c2C)c(OC)c1 | 18%
COc1cc2nc(CSc3ncn[nH]3)[nH]c(=O)c2cc1OC | -17%
Cc1ccc(/C=C/c2ccc(=O)n(Cc3ccc(F)cc3)n2)cc1 | -9%
SMILES | ERK EGF inh
Cc1ccc(Cl)cc1N1CCN(C(=O)CCS(=O)(=O)c2cccc3nonc23)CC1 | -6%
O=C(NCc1nnc(SCC(=O)N2CCOCC2)o1)c1ccccc1F | -1%
CCOC(=O)c1sc(NC(=O)CSC(=S)N2CCN(C)CC2)nc1C | 26%[57.5 µM]
O=C(NCCN1CCOCC1)c1cc2ccccc2[nH]1 | -4%
COc1ccc2[nH]c(C(=O)O)c(CCN3C(=O)c4cccc([N+](=O)[O-])c4C3=O)c2c1 | -17%[57.5 µM]
Cc1cc(C)nc(SCc2cn3cc(Cl)ccc3n2)n1 | 0%
CCN(CC)CCCN=Cc1c(O)n(-c2ccccc2C)c(=O)c2ccccc12 | 5%[57.5 µM]
Cc1ccc(CNC(=O)Cn2c(=O)c3sccc3n(Cc3cccc([N+](=O)[O-])c3)c2=O)cc1 | 12%
O=C(CSc1nnc(Cn2c(=O)sc3ccccc32)n1-c1ccccc1)NCc1ccco1 | -1%
CCOC(=O)c1c[nH]n(-c2ccc(C)cc2)c1=O | 6%
COc1ccc2nc(SCC(=O)Nc3nccs3)[nH]c2c1 | -10%
CC1OC(OCC2OC(Oc3c(-c4ccc(O)cc4)oc4cc(O)cc(O)c4c3=O)C(O)C(O)C2O)C(O)C(O)C1O (stereo not drawn) | 1%[57.5 µM]
O=C(O)c1cccc(S(=O)(=O)Nc2ccc([N+](=O)[O-])cc2O)c1 | -5%[57.5 µM]
NC(=S)N/N=C\c1ccccc1OCc1ccccc1 | -4%
COC(=O)[C@@H]1C[C@H]1[C@@H](NS(=O)(=O)c1ccc(-c2ccccc2)cc1)c1ccccc1 | 6%
C[N+](C)(C)CCOP(=O)([O-])OP(=O)(O)OCC1OC(n2ccc(N)nc2=O)C(O)C1O (stereo not drawn) | 15%
COc1ccccc1NC(=O)c1c(NC(=O)CCC(=O)O)sc2c1CCCCC2 | -1%[57.5 µM]
CCOCCOC(=O)c1ccc(-n2cnc(C)n2)nc1 | -9%
CCOCCCNC(=O)CCSc1ccc(C)cc1 | -3%
O=C(OC[C@@H](O)CO)c1ccccc1Nc1ccnc2cc(Cl)ccc12 | 8%[25.7 µM]
Nc1nnc(CCCCCCCCCCc2nnc(N)s2)s1 | 14%
CC1CCN(c2c(NCC3CCC(C(=O)Nc4ccccn4)CC3)c(=O)c2=O)CC1 (stereo not drawn) | 0%
CCc1cc2c(SCC(=O)c3ccc(C)cc3)ncnc2s1 | 3%
O=C(/C=C/c1cccs1)c1cc(Cl)ccc1O | 0%
CC(OC(=O)c1ccc(O)cc1)C(=O)Nc1cc(C(F)(F)F)ccc1Cl (stereo not drawn) | -7%[57.5 µM]
SMILES | ERK EGF inh
O=C(Nc1cccc(S(=O)(=O)N2CCOCC2)c1)c1c2c(nc3ccccc13)CCC2 | -1%
COc1ccc(NS(=O)(=O)c2cccc(C(=O)N/N=C/c3cccs3)c2)cc1 | 15%
Cc1ccc(S(=O)(=O)N2CCN(c3ccccn3)CC2)cc1 | 4%[57.5 µM]
CCN1CC(CN(C)Cc2nc(-c3ccc(C(F)(F)F)cc3)no2)CC1=O (stereo not drawn) | -4%
COc1ccccc1Nc1nc(-c2c(C)[nH]c3ccccc23)cs1 | 15%
CC(=O)c1cccc(NC(=O)Cn2c(=O)oc3cc(S(=O)(=O)N4CCCC4)ccc32)c1 | 11%[57.5 µM]
O=C(CSCc1ccc([N+](=O)[O-])cc1)NC1CCCCCC1 | -1%
Cc1cc(C)c2cc(CN(Cc3ccco3)C(=S)NCC3CCCO3)c(=O)[nH]c2c1 (stereo not drawn) | 5%
CCCC[n+]1c(-c2ccc(Cl)cc2Cl)csc1Nc1ccccc1 | 4%
CCOC(=O)C1=C(C)N(CC)C(=S)NC1c1ccc(Cl)cc1 (stereo not drawn) | -5%
NC(=O)CC(NC(=O)Cc1ccc(Br)cc1)c1ccc(NC2CCCC2)c([N+](=O)[O-])c1 (stereo not drawn) | -13%[57.5 µM]
O=c1cnnc(Nc2ccccc2)[nH]1 | -4%
Cc1ccc(S(=O)(=O)N2CC=C(c3c(C)n(C)c4ccccc34)CC2)cc1 | 5%
COc1ccc(-c2cc3c(nn2)-c2ccccc2C3=O)cc1 | -3%
CC(=O)NC(=S)NNC(=O)C(c1ccccc1)c1ccccc1 | 0%
Fc1ccccc1N1CCN(c2ncnc3nc[nH]c23)CC1 | 5%[57.5 µM]
CC(=O)NC1C(Oc2cccc(C)c2)OC2COC(c3ccco3)OC2C1O (stereo not drawn) | -6%
CC(=O)N(C1CC(C)C(C#N)(C#N)C1(C#N)C#N)N(C)C (stereo not drawn) | -4%
CCN(CC)CCCNC(=O)CNC(=S)N(CCCN1CCOCC1)Cc1cccs1 | 10%
Cc1cccc(NC(=O)C2CC(=O)OC23CCCC3)c1 (stereo not drawn) | 1%
C/C(=N\NC(=O)c1ccc(N/N=C(\C)c2ccncc2)cc1)c1ccncc1 | 0%
Nc1ncnc(Nc2cc(Cl)cc(Cl)c2)c1[N+](=O)[O-] | 11%

These rows are one share of the data; rates above refer to the full screens.
